Bioassay records: PubChem BioAssay, Broad Institute
ARNT TACC3 PPI: disruptors of ARNT/TACC3 protein interaction, primary screen, biochemical, AlphaScreen, single concentration; 390,000 tested, 0.66% active; AlphaScreen His-ARNT PAS-B/GST-TACC3 binding, luminescence; TACC3 fragment carries E629A point mutation; inhibition, % at 9.99 µM; AID 623870, 2012;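 active = mean inhibition of replicates at least 50% and at least half of replicates each reaching 50%; inconclusive = half or more replicates reach 50% but mean below 50%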;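 note: 0% = complete ARNT plus TACC3 wells and 100% = ARNT alone without TACC3; many hits fall short of the cut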
RAD54 branch: inhibitors of human RAD54 branch migration, primary screen, biochemical, fluorescence, single point; DNA repair and recombination protein RAD54-like (Homo sapiens), Q92698; RAD54 Holliday junction branch migration, FAM/BHQ fluorescence; inhibition, % at 10.4 µM; 360,000 tested, 0.14% active;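 active = mean normalized replicate activity at least 40 and at least half of replicates scoring 40 or more; inconclusive = only one of the two criteria met; inactive = mean below 40 and under half of replicates reaching 40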;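 note: 0% = median of neutral control wells and 100% = median of positive control wells; inhibitors cause a drop in the FAM fluorescence signal; in these data hits start at about 50%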
Target sequence (Q92698 whole entry, looked up): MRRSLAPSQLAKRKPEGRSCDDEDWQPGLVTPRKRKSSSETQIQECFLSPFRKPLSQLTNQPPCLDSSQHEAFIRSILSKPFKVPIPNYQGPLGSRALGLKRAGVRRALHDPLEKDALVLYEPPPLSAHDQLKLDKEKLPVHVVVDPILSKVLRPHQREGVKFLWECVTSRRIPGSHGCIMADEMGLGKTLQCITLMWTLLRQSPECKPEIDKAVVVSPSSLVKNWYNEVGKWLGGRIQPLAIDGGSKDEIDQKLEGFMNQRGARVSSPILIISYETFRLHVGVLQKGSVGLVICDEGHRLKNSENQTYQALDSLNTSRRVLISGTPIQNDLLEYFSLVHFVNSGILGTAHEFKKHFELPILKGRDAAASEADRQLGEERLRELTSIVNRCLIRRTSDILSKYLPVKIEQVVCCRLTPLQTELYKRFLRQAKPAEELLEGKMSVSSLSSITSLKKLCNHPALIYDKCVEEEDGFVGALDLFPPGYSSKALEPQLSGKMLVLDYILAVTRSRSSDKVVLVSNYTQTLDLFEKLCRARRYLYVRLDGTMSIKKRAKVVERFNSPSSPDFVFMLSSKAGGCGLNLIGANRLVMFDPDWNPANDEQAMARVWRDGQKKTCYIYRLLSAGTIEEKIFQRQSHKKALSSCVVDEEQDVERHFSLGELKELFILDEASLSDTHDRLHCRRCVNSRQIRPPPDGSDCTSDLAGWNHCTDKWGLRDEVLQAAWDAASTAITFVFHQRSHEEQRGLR
esBAF inh: Bmi1 luciferase reporter increase in mESCs, primary screen, esBAF inhibitor project, mouse ES cells, Bmi1 luciferase knock-in, single point. 24 h; 100% = twice the neutral-well signal. reporter increase, % at 12.5 µM. 350,000 tested, 2% active; in the data active = activation above about 40%; inconclusive = no clear call, values can overlap the other calls;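 note: 0% = median of the plate's neutral control wells and 100% = double that signal; a rise in the Bmi1 reporter signal indicates esBAF inhibition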
* hit, by the source's call. Not all compounds are listed. The share of hits here may be higher or lower than overall.

`COC1(OC)N=C(N)C2(C#N)C(c3ccc(C)cc3)C12C#N` (stereo unspecified) gave ARNT TACC3 PPI 22, RAD54 branch 3 and esBAF inh 5.
For CCN1CCN(C(c2cc(OC)c(OC)c(OC)c2)c2nnnn2C(C)C)CC1 (stereo unspecified) the results were ARNT TACC3 PPI -11, RAD54 branch -11 and esBAF inh -3.
For CCOC(=O)C1=C(C)NC(SC(C)=O)=NC1c1ccc(OC(C)=O)c(OC)c1 (stereo unspecified) the results were ARNT TACC3 PPI -7, RAD54 branch 0 and esBAF inh 0.
`COc1cccc(NC(=O)CSc2ccccn2)c1` gave ARNT TACC3 PPI -7, RAD54 branch -6 and esBAF inh inconclusive.
For CCc1nnc(NC(=O)CCC(=O)NCC2CCCO2)s1 (stereo unspecified) the results were ARNT TACC3 PPI -7, RAD54 branch -1 and esBAF inh -6.
O=C1c2[nH]nc(-c3ccccc3O)c2C(c2cccc(Cl)c2)N1CC1CCCO1 (stereo unspecified) was read as ARNT TACC3 PPI 2, RAD54 branch -14 and esBAF inh -2.
O=C(CSCc1cnn(-c2ccccc2)c1-n1cccc1)NCC1CCCO1 (stereo unspecified) was read as ARNT TACC3 PPI -4, RAD54 branch -7 and esBAF inh -1.
Screening O=C(CSc1nnc(CNC(=O)c2c(F)cccc2Cl)o1)NCc1ccc2c(c1)OCO2 returned ARNT TACC3 PPI -18, RAD54 branch 3 and esBAF inh 1.
Screening COc1ccc(OC)c(S(=O)(=O)n2nc(C)cc2C)c1 returned ARNT TACC3 PPI -4, RAD54 branch 3 and esBAF inh 1.
C=CCNC(=O)C(C(=O)OCC)C1CCCCC1 (stereo unspecified) was read as ARNT TACC3 PPI -3, RAD54 branch -3 and esBAF inh 1.
Cc1nc(CNS(=O)(=O)c2cc(F)ccc2F)cs1 was read as ARNT TACC3 PPI -5, RAD54 branch -1 and esBAF inh 5.
Screening Cc1nc2[nH]c(=O)c3c(n2n1)NC1=C(C(=O)CC(C)(C)C1)C3c1ccccc1 (stereo unspecified) returned ARNT TACC3 PPI -1, RAD54 branch -9 and esBAF inh 1.

In the list so far, these have a halogen.
O=C1c2[nH]nc(-c3ccccc3O)c2C(c2cccc(Cl)c2)N1CC1CCCO1 (stereo unspecified) was read as ARNT TACC3 PPI 2, RAD54 branch -14 and esBAF inh -2.
Screening O=C(CSc1nnc(CNC(=O)c2c(F)cccc2Cl)o1)NCc1ccc2c(c1)OCO2 returned ARNT TACC3 PPI -18, RAD54 branch 3 and esBAF inh 1.
Cc1nc(CNS(=O)(=O)c2cc(F)ccc2F)cs1 was read as ARNT TACC3 PPI -5, RAD54 branch -1 and esBAF inh 5.

New compounds follow:
Screening COC(=O)c1cccc(NC(=O)c2ccco2)c1 returned ARNT TACC3 PPI -5, RAD54 branch -6 and esBAF inh 5.
`COc1ccc(CC(=O)N2CC(=O)N(CCc3ccccc3)C(=O)C2)cc1` gave ARNT TACC3 PPI -21, RAD54 branch -13 and esBAF inh -6.
For CCOC(=O)c1[nH]c(C)c(C(=O)Nc2cc(OC)ccc2OC)c1C the results were ARNT TACC3 PPI 2, RAD54 branch 12 and esBAF inh -12.
Screening CCCc1cc(=O)oc2c(CN3CCOCC3)c(O)ccc12 returned ARNT TACC3 PPI -5, RAD54 branch -3 and esBAF inh -2.
Screening CC(C)(C)NCC(O)(c1ccc(Cl)cc1)c1ccc(Cl)cc1 returned ARNT TACC3 PPI -6, RAD54 branch 12 and esBAF inh 0.
`CCn1cc(C(=O)NCc2ccc3c(c2)OCO3)c(=O)c2cc(S(=O)(=O)N3CCOCC3)ccc21` gave ARNT TACC3 PPI 1, RAD54 branch -10 and esBAF inh -2.
`CCOc1cc(C2NC(=O)N(C)C(C)=C2C(=O)OC)cc(Br)c1O` (stereo unspecified) gave ARNT TACC3 PPI -8, RAD54 branch -9 and esBAF inh -2.
For O=P(O)(c1ccccc1)c1ccccc1O the results were ARNT TACC3 PPI -6, RAD54 branch -6 and esBAF inh -4.
CS(=O)(=O)N1CCN(c2ccc(NC(=O)C(c3ccccc3)c3ccccc3)cc2)CC1 was read as ARNT TACC3 PPI -1, RAD54 branch 5 and esBAF inh -13.
Screening O=S(=O)(NCCC1=CCCCC1)c1cccc(S(=O)(=O)N2CCOCC2)c1 returned ARNT TACC3 PPI 14, RAD54 branch 7 and esBAF inh 0.
Cc1oc2c(c1C(=O)c1ccccc1)C(=O)C(=O)c1ccccc1-2 was read as ARNT TACC3 PPI 10, RAD54 branch -3 and esBAF inh inconclusive.
Cc1cc(NC(=O)CCCSc2nc(-c3ccco3)cc(C(F)(F)F)n2)n(-c2ccccc2)n1 was read as ARNT TACC3 PPI -7, RAD54 branch 8 and esBAF inh -3.
O=C(COc1ccc2ccccc2c1)N1CCN(C(=O)c2cccnc2)CC1 was read as ARNT TACC3 PPI -2, RAD54 branch -2 and esBAF inh 1.
Nc1nc(CN2CCN(Cc3ccc4c(c3)OCO4)CC2)nc(Nc2ccccc2)n1 was read as ARNT TACC3 PPI -13, RAD54 branch -3 and esBAF inh 5.
Screening N#CN=C1CCCCCN1CC(N)=O returned ARNT TACC3 PPI -4, RAD54 branch -8 and esBAF inh -3.
For C=CCn1c(SCC(=O)N2CCN(C(=O)c3ccco3)CC2)nc2sc(CC)cc2c1=O the results were ARNT TACC3 PPI -36, RAD54 branch -2 and esBAF inh 2.
For CCCn1c(Nc2ccccc2C)nc2ccccc21 the results were ARNT TACC3 PPI 0, RAD54 branch 10 and esBAF inh 12.
Screening COc1ccc(CC(=O)OCc2nnc(C3COc4ccccc4O3)o2)cc1OC (stereo unspecified) returned ARNT TACC3 PPI 0, RAD54 branch -9 and esBAF inh 0.
Screening O=C(NCc1ccncc1)C1CCCCC1 returned ARNT TACC3 PPI 5, RAD54 branch -1 and esBAF inh -10.
Screening CCCc1ccc(Oc2c(-c3ccc(O)c(C)c3O)n[nH]c2C)cc1 returned ARNT TACC3 PPI 3, RAD54 branch 2 and esBAF inh 9.
Screening CC1=C(C(=O)OC(C)C)C(c2cccnc2)C2=C(CCCC2=O)N1 (stereo unspecified) returned ARNT TACC3 PPI 3, RAD54 branch -11 and esBAF inh -3.
CCOC(=O)c1ccc2cccc(C)n2c1=O was read as ARNT TACC3 PPI -5, RAD54 branch 1 and esBAF inh 10.
For COC(=O)c1ccccc1NC(=O)CSc1nnnn1C the results were ARNT TACC3 PPI -2, RAD54 branch 2 and esBAF inh -6.
Cc1ccc(SCC(=O)NCc2ccco2)cc1 was read as ARNT TACC3 PPI 1, RAD54 branch 1 and esBAF inh -2.
For Cc1ccc(S(=O)(=O)N2CCN(c3nc4ccccc4nc3-n3nc(C)cc3C)CC2)cc1 the results were ARNT TACC3 PPI -1, RAD54 branch -3 and esBAF inh 2.
For N#C/C(=C\c1ccc(O)c(O)c1)S(=O)(=O)c1ccccc1 the results were ARNT TACC3 PPI 2, RAD54 branch -9 and esBAF inh -3.
COc1cc(CNCCSc2nnnn2C)cc(Br)c1OCc1ccc(F)cc1 was read as ARNT TACC3 PPI -8, RAD54 branch -13 and esBAF inh 22.
For O=C(O)c1cc(N2C(=O)C3C4C=CC(C4)C3C2=O)ccc1NCc1cccnc1 (stereo unspecified) the results were ARNT TACC3 PPI -3, RAD54 branch 1 and esBAF inh 1.
`CCOC(=O)C1CCN(C(=O)N2CCOCC2)CC1` gave ARNT TACC3 PPI -47, RAD54 branch 1 and esBAF inh 0.
For CNC(=S)N1CCN(c2c(F)cc3c(=O)c(C(=O)O)cn(C4CC4)c3c2OC)CC1C (stereo unspecified) the results were ARNT TACC3 PPI 5, RAD54 branch 11 and esBAF inh -4.
`CCn1cc(C(=O)NCc2ccco2)c2cc(OC)c(OC)cc2c1=O` gave ARNT TACC3 PPI -21, RAD54 branch -2 and esBAF inh -3.
For CCCCCCNc1c(C(=O)OCC)c(=O)[nH]c2ccccc12 the results were ARNT TACC3 PPI 0, RAD54 branch -8 and esBAF inh 12.
For CC1CCCCN1C(=O)CSc1nc(N)cc(=O)[nH]1 (stereo unspecified) the results were ARNT TACC3 PPI -6, RAD54 branch -1 and esBAF inh -3.
`COc1ccc(C(=O)n2nc(-c3ccco3)nc2N)cc1` gave ARNT TACC3 PPI -1, RAD54 branch 5 and esBAF inh -9.
CC(C)Oc1ccc(CNCCC2(C(C)C)CCOC(C)(C)C2)cc1 (stereo unspecified) was read as ARNT TACC3 PPI -8, RAD54 branch -23 and esBAF inh -10.
Cc1cc(C=O)c(C)n1-c1ccc(N2CCCC2)c([N+](=O)[O-])c1 was read as ARNT TACC3 PPI 19, RAD54 branch -9 and esBAF inh 9.

Reprinted at random: 6 records from the list, in no set order.
For Cc1ccc(S(=O)(=O)N2CCN(c3nc4ccccc4nc3-n3nc(C)cc3C)CC2)cc1 the results were ARNT TACC3 PPI -1, RAD54 branch -3 and esBAF inh 2.
For O=C(O)c1cc(N2C(=O)C3C4C=CC(C4)C3C2=O)ccc1NCc1cccnc1 (stereo unspecified) the results were ARNT TACC3 PPI -3, RAD54 branch 1 and esBAF inh 1.
`CCOC(=O)C1CCN(C(=O)N2CCOCC2)CC1` gave ARNT TACC3 PPI -47, RAD54 branch 1 and esBAF inh 0.
`CCn1cc(C(=O)NCc2ccco2)c2cc(OC)c(OC)cc2c1=O` gave ARNT TACC3 PPI -21, RAD54 branch -2 and esBAF inh -3.
For N#C/C(=C\c1ccc(O)c(O)c1)S(=O)(=O)c1ccccc1 the results were ARNT TACC3 PPI 2, RAD54 branch -9 and esBAF inh -3.
For CC1CCCCN1C(=O)CSc1nc(N)cc(=O)[nH]1 (stereo unspecified) the results were ARNT TACC3 PPI -6, RAD54 branch -1 and esBAF inh -3.

Next part:
`CCOC(=O)c1nnn(-c2nonc2OC)c1-c1ccccc1` gave ARNT TACC3 PPI -4, RAD54 branch -9 and esBAF inh -8.
For O=S(=O)(Nc1cnc2ccccc2c1)N1CCCCCC1 the results were ARNT TACC3 PPI -11, RAD54 branch -14 and esBAF inh 38.
Cc1cc(C)c2c(n1)nn1c(-n3ccnc3)cc(C)nc21 was read as ARNT TACC3 PPI 10, RAD54 branch 16 and esBAF inh 7.
Screening Brc1cccc(OCCOCCn2ccnc2)c1 returned ARNT TACC3 PPI 2, RAD54 branch -9 and esBAF inh 6.
CCOC(=O)N1CCC(N(C(=O)Nc2ccccc2)C(C)CC)CC1 (stereo unspecified) was read as ARNT TACC3 PPI -4, RAD54 branch -9 and esBAF inh 2.
Cc1cc(=O)[nH]c(Nc2cccc(C(F)(F)F)c2)n1 was read as ARNT TACC3 PPI 3, RAD54 branch 0 and esBAF inh -12.
Brc1ccc(-c2nn3c(-c4ccccn4)nnc3s2)o1 was read as ARNT TACC3 PPI 68*, RAD54 branch -12 and esBAF inh 0.
Screening COC(=O)C1=C(C)N=c2s/c(=C/c3cccs3)c(=O)n2C1c1ccc(F)cc1 (stereo unspecified) returned ARNT TACC3 PPI -4, RAD54 branch 0 and esBAF inh 10.
`O=C(NCc1ccccc1)c1c(F)c(F)c(F)c(F)c1F` gave ARNT TACC3 PPI 3, RAD54 branch 3 and esBAF inh -5.
CCCCOc1ccc(NC(=O)C(=O)NCCC2=CCCCC2)cc1 was read as ARNT TACC3 PPI -6, RAD54 branch -12 and esBAF inh -9.
CC(C)CCNC(=O)c1ccc2c(c1)ncn2C1CCCCC1 was read as ARNT TACC3 PPI -2, RAD54 branch -2 and esBAF inh 7.
`O=C(CSc1ccccc1C(=O)O)Nc1cccc(C(=O)O)c1` gave ARNT TACC3 PPI -13, RAD54 branch -11 and esBAF inh 7.
Screening O=C(C1=C[C@H](c2coc3ccccc3c2=O)C[C@H](OCc2ccc(CO)cc2)O1)N1CCN(Cc2ccccc2)CC1 returned ARNT TACC3 PPI -2, RAD54 branch 1 and esBAF inh 1.
Screening CS(=O)(=O)Nc1ccccc1C(=O)Nc1ccc2c(c1)OCCO2 returned ARNT TACC3 PPI -2, RAD54 branch -10 and esBAF inh 8.
`Cc1cc2n(n1)SC(Nc1ccc(F)c(Cl)c1)N2` (stereo unspecified) gave ARNT TACC3 PPI -1, RAD54 branch -4 and esBAF inh 34.
O=C(Nc1ccccn1)[C@@H]1CCC(=O)N1C(=O)OCc1ccccc1 was read as ARNT TACC3 PPI -7, RAD54 branch 6 and esBAF inh -5.
`c1ccc(-c2cc(N3CCCCC3)nc(-c3ccccc3)n2)cc1` gave ARNT TACC3 PPI -3, RAD54 branch -19 and esBAF inh -10.
Screening O=C(Nc1ccc(OCc2ccccc2)cc1)c1cccnc1 returned ARNT TACC3 PPI -30, RAD54 branch 12 and esBAF inh 25.
COCC(=O)Nc1cc(OC)ccc1OC was read as ARNT TACC3 PPI 1, RAD54 branch -13 and esBAF inh -12.
Screening O=C(Nc1ccc(Cc2ccc(NC(=O)N3CCOCC3)cc2)cc1)N1CCOCC1 returned ARNT TACC3 PPI -6, RAD54 branch -2 and esBAF inh -11.
Screening Cc1cccc(C)c1-n1c(C)cc(/C=N\Nc2ccc([N+](=O)[O-])cn2)c1C returned ARNT TACC3 PPI 11, RAD54 branch -6 and esBAF inh 10.
For CCCNC(=O)CN(C)C(=O)c1n[nH]c2ccccc12 the results were ARNT TACC3 PPI -12, RAD54 branch -5 and esBAF inh 4.
CC(C)CNS(=O)(=O)c1ccccc1C(=O)N1CCCCC1 was read as ARNT TACC3 PPI -8, RAD54 branch 11 and esBAF inh -9.
